H9c2 TAG inh: inhibitors of triacylglycerol accumulation; H9c2 cells, Nile Red lipid (TAG) fluorescence; cells loaded with 200 µM oleic acid; inhibition, % at 12.5 µM; hit rate 0.66% among 230,000;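 active = pattern-corrected inhibition of lipid staining of at least 50% with the nuclear-stain viability signal not falling by more than 50%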;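 also: 0% = DMSO wells and 100% = triacsin C control wells; some results filed as inactive read as strong as hits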
H9c2 TAG inh DAPI viability: second read-out of H9c2 TAG inh, no call of its own (marks repeat the call); DAPI nuclei signal change (viability), lower = more cytotoxic, %;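 whole-well DAPI fluorescence read on a plate reader as a viability signal; minus 50 percent equals half of cells still viable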
Active calls of the source: *; & = joins results of further samples.

SMILES | H9c2 TAG inh | H9c2 TAG inh DAPI viability
Cc1onc(C(N)=O)c1C(=O)Nc1ncc(C(F)(F)F)cc1Cl | -11 | 1
CN(CC(=O)NC1CCCCCCC1)S(=O)(=O)c1cnc[nH]1 | 4 | -9
COc1ccc(C(=O)Nc2ccc3oc(-c4cccnc4)nc3c2)cc1OC | 1 | 2
CCOc1ccc(/C=C2\SC(=S)N(NC(=O)c3ccncc3)C2=O)cc1OC | -4 | 9
Cc1ccccc1N1CCN(C(=O)c2ccccc2NC(=O)c2ccccc2C(=O)O)CC1 | 4 | -3
COc1ccc(S(=O)(=O)N2CCN(c3ccc4nnc(-c5ccccc5)n4n3)CC2)cc1 | 2 | 16
OC[C@@H]1CN(Cc2cccs2)C[C@H](n2cnc3c(NC4CCC4)ncnc32)O1 | 12 | -7
Cc1cc(C)n2nc(SCC(=O)N(C(C)C)C(C)C)nc2n1 | -9 | 2
CCCS(=O)(=O)NC(=O)C1(C)CCN(C(=O)c2nc(C)oc2C)C1 (configuration not stated) | -2 | 1
COc1ccc(S(N)(=O)=O)cc1C(=O)OCCCC(=O)c1ccccc1 | -16 | -8
O=C(CSc1ccc2c(c1)OCCO2)NC(=O)NC1CCCC1 | 21 | 1
CCCn1c(=O)c(C(=O)N/N=C/c2ccc(F)cc2)c(O)c2ccccc21 | 10 | 6
CC(C)c1ccc(Nc2ncccc2C(=O)O)cc1 | -17 | 7
CNc1cc(-c2cc(OC)ccc2OC)ncn1 | -4 | -5
O=C(NCc1n[nH]c(=S)n1Cc1ccccc1)c1ccccc1 | -1 | 1
CCCOc1ccc(C(=O)CCC(=O)OCC(=O)Nc2cccc(S(N)(=O)=O)c2)cc1 | 6 | -2
Cc1ccccc1NC(=S)NCC(c1cccnc1)N(C)C (configuration not stated) | 1 | -5
CC(C)C[C@@H](CSc1ccc(Br)cc1)N1CCN(CCc2ccccc2)CCC1=O | 0 | -1
CCOc1ccc(N(CC(=O)NCCSCc2ccccc2Cl)S(C)(=O)=O)cc1 | 1 | -3
O=C(NC1CCCCC1)c1cc(F)cc2c1OCOC2 | 2 | -7
O=C(O)CSC(C(=O)Nc1ccc(C(F)(F)F)cc1)c1ccccc1 (configuration not stated) | 15 | 1
COCc1cc(=O)c2ccccc2o1 | -6 | -6
Cc1occc1C(=O)NC(C)C12CC3CC(CC(C3)C1)C2 (configuration not stated) | -11 | 3
C[C@@H]1CN([C@H](C)CO)C(=O)CCCn2cc(nn2)CO[C@H]1CN(C)S(=O)(=O)c1ccccc1C#N | -3 | 5
CC(=O)Nc1nc2ccc(S(=O)(=O)N3CCCC3)cc2s1 | -13 | 11
Cc1ccc(N2CC(C(=O)NCCC(C)C)CC2=O)cc1 (configuration not stated) | -6 | -7
C#CC1(O)CCC2C3CCC4=C(CCC(=O)C4)C3CCC21C (configuration not stated) | -16 | 4
O=C(CN1CCN(S(=O)(=O)c2ccc(F)cc2)CC1)Nc1cc(C(F)(F)F)ccc1Cl | 37 | -15
CCC(C)NC(=O)c1ccccc1NC(=O)CN1C(=O)c2ccccc2S1(=O)=O (configuration not stated) | 6 | 5
O=C(COc1ccccc1Cl)N1CCN(c2ccc(F)cc2)CC1 | 10 | -7

Entries of single compounds as entered above. Order of values: H9c2 TAG inh	H9c2 TAG inh DAPI viability
Entry for `C[C@@H]1CN([C@H](C)CO)C(=O)CCCn2cc(nn2)CO[C@H]1CN(C)S(=O)(=O)c1ccccc1C#N` : -3	5
Entry for `C#CC1(O)CCC2C3CCC4=C(CCC(=O)C4)C3CCC21C` (configuration not stated) : -16	4

Additional compounds follow:
SMILES | H9c2 TAG inh | H9c2 TAG inh DAPI viability
Cc1occc1-c1nnc(SCC(=O)N2CCOCC2)n1CC(C)C | 6 | -14
COCCNc1ncnc2c1ncn2[C@H]1CN(CCOC)C[C@@H](CO)O1 | -6 | 3
O=C(O)c1ccc(S(=O)(=O)c2ccc(Sc3ccc(C(=O)O)c(C(=O)O)c3)cc2)cc1 | -2 | -1
CCC(=O)N1CCc2cc(S(=O)(=O)NC(Cc3ccccc3)C(=O)NC3CCCC3)ccc21 (configuration not stated) | 7 | -7
CCOc1ccccc1N1CC(C(=O)Nc2ccccc2N2CCCC2)CC1=O (configuration not stated) | -4 | -1
CCN(CC)CCCn1c(=S)[nH]c2ccccc2c1=O | -4 | -5
COc1ccc(CSCC(=O)NCCC(C)C)cc1 | 0 | 1
CCCC(=O)Nc1nnc(-c2ccc3c(c2)OCCO3)o1 | 1 | -5
Cn1c(CSCc2ccc(Cl)cc2)n[nH]c1=S | 1 | 1
CCOC(=O)c1c(N2CCN(c3ccccc3)CC2)cc(C)nc1C | 5 | -10
CCc1nnc(NC(=O)CSc2nnnn2-c2cccc(C(C)=O)c2)s1 | -3 | -10
COc1cccc(CNC(=O)CC2Sc3ccccc3NC2=O)c1 (configuration not stated) | -5 | -6
CC1(C)Cc2c(sc3ncn4c(=S)[nH]nc4c23)CO1 | -8 | 8
CCOC(=O)C1=C(COC(=O)COc2ccc(Br)cc2)NC(=O)NC1C (configuration not stated) | 3 | -3
CC1(C(=O)N2CCC(CC3CC(c4ccc(Cl)cc4)=NO3)(C(=O)NCC3CCCCC3)CC2)CC1 (configuration not stated) | 13 | 3
c1ccc(-c2nc3ccccc3s2)nc1 | 0&1 | -1&5
O=C(Nc1ccncc1)C1CCC(CNS(=O)(=O)c2cccc3nsnc23)CC1 (configuration not stated) | -6 | 4
COc1cc(C=O)ccc1OCC(=O)NC(C)(C)C | 10 | -3
CSc1cccc(CN2CCC(Oc3ccc(C(=O)N4CCCCC4)cc3)CC2)c1 | -7 | 16
COc1ccc(NC(=O)C2Cc3c(-c4cccc(C(C)=O)c4)ccnc3O2)cc1OC (configuration not stated) | 88 | -107
COc1ccc2nc(Nc3ccccc3)sc2c1 | -1 | -2
Cc1ccc(C)c(OCC(=O)N(C)CC(=O)Nc2ccc(Cl)c(C(F)(F)F)c2)c1 | 26 | -8
O=C(c1ccccc1)c1ccc2nc(N3CCCCC3)c3nncn3c2c1 | 26 | 6
O=C(CN1CCc2ccccc21)NCc1ccccc1Cl | -16 | 16
CCN1C(=O)N[C@@H](c2cccc(F)c2)C(C(=O)OC)=C1C | -6 | -5
CC(C)C1NC(C(=O)O)Cc2c1[nH]c1ccccc21 (configuration not stated) | 3 | 14
O=C(NCCCN1CCOCC1)C1CC(=O)N(C2CCCCC2)C1 (configuration not stated) | -2 | 7
COc1cccc(/C=C2/SC(=S)N(CCCC(=O)Nc3ccc(O)cc3)C2=O)c1 | 31 | -14
CCn1c(SCC(=O)Nc2ccc3c(c2)oc2ccccc23)nnc1-c1ccc(N)cc1 | 7 | 24
Cc1nc2ccc(NS(=O)(=O)c3cccc([N+](=O)[O-])c3)cc2s1 | -11 | 11

The closing two compounds of the part above lead into the next.
SMILES | H9c2 TAG inh | H9c2 TAG inh DAPI viability
CCn1c(SCC(=O)Nc2ccc3c(c2)oc2ccccc23)nnc1-c1ccc(N)cc1 | 7 | 24
Cc1nc2ccc(NS(=O)(=O)c3cccc([N+](=O)[O-])c3)cc2s1 | -11 | 11
O=C(O)c1cccc(NC(=S)NC(=O)c2ccc(-c3ccc(Cl)cc3)o2)c1 | -4 | 3
COc1ccc(C(CNC(=O)COc2cc(C)ccc2Cl)N2CCCCC2)cc1 (configuration not stated) | -17 | 14
O=C(Nc1cc(S(=O)(=O)Nc2ccccc2Cl)ccc1O)c1cc2c(s1)CCCC2 | 12 | -1
Cc1nc2ccc(NC(=O)COc3ccccc3)cc2s1 | 0 | -9
CCN(CC)S(=O)(=O)c1cc(C(=O)Oc2cccc(-c3cnc4ccccc4n3)c2)ccc1Br | -9 | 13
CCCCCOc1ccc(NS(C)(=O)=O)cc1 | -4 | 1
COc1cc(C#N)c(NC(=O)CN2CCC(C(N)=O)CC2)cc1OC | -1 | 6
Cc1cc(C)c(S(=O)(=O)Nc2ncccc2C)c(C)c1 | -19 | 7
CCCC(=O)C1=C(O)C(C(=O)OC)C(C)(C)CC1=NC (configuration not stated) | -12 | -9
O=C(Nc1ccc2oc(-c3ccccc3)nc2c1)c1cccnc1 | -9 | 7
O=C(OCCN1C(=O)c2ccccc2C1=O)[C@@H]1CC(O)CN1S(=O)(=O)c1ccccc1[N+](=O)[O-] (some centres not stated) | -9 | 0
CCOC(=O)c1cnc2c(c(C)nn2C)c1Oc1ccc(Cl)cc1 | 0 | -11
COC(=O)c1c(NC(=O)c2cccc([N+](=O)[O-])c2)sc(C(N)=O)c1C | -1 | 10
O=S(=O)(c1cc(F)ccc1F)N1CCN(C2CCCCC2)CC1 | 3 | -2
Cc1cc(Br)ccc1NC(=S)NC1CCCC1 | -12 | 7
COc1ccccc1CN1CC(C(=O)NCCN(C)CCc2ccccc2)CCC1=O (configuration not stated) | -15 | 8
O=C(COC(=O)CSc1ccc([N+](=O)[O-])cc1)NCCc1ccccc1 | 19 | 4
COc1ccc(CNC(=O)C(C)N2CCN(S(=O)(=O)c3ccccc3F)CC2)cc1 (configuration not stated) | -13 | 4
O=C(CCN1C(=O)c2ccccc2C1=O)C1=NN[C@@H]2C(=O)N(c3cccc(Cl)c3)C(=O)[C@H]12 | 3 | -5
Cn1c(NC(=O)C2CCCC2)cc(=O)n(C)c1=O | -5 | 19
CCOC(=O)C1CCCCN1Cc1ccc(-c2ccccc2)cc1 (configuration not stated) | -16 | -3
O=[N+]([O-])c1cc(Br)cc(/C=N/n2cnnc2)c1O | 5 | 7
Cc1ccc(NC(=S)NCCC2=CCCCC2)cc1 | 7 | 0
Cc1cnc(NC(=O)c2cc3c(s2)CCCC3)s1 | -7 | -5
N#Cc1c(NC(=O)CSc2ncccn2)oc(-c2ccccc2)c1-c1ccccc1 | 6 | 5
C[C@@H](O)C1NC(=O)[C@H](CCCCN)NC(=O)c2cc([N+](=O)[O-])cc(F)c2NCCCC[C@@H](C(N)=O)NC1=O (some centres not stated) | 5 | -2
CCC(=O)n1nc(-c2cccnc2)nc1NCc1ccc(F)cc1 | 27 | -24
NC(=O)CC(NC(=O)c1cccc(Br)c1)c1ccc(NCC2CC2)c([N+](=O)[O-])c1 (configuration not stated) | 2 | 5
Cc1cc(C)c2c(c1)cc(C)c1nnc(SCC(=O)Nc3ccccc3N3CCOCC3)n12 | 7 | -1
Cc1ccc2c(C)c(C(=O)N(Cc3cccs3)C3CCS(=O)(=O)C3)oc2c1 (configuration not stated) | -16 | 8
C[C@@H]1CN([C@H](C)CO)C(=O)c2cc(Br)cnc2O[C@@H]1CN(C)C(=O)c1cccc(F)c1 | -10 | 1
O=C1N(c2ccccc2C(F)(F)F)O[C@@]1(c1ccccc1)C1CCCC1 | 7 | -6
CCOc1cc(NC(=S)NCCCN(C)C)c(OCC)cc1NC(=O)C1CC1 | -6 | -1
Cc1cccc(C(=O)OCC(=O)Nc2ccc(N3CCCCC3)cc2)c1O | -7 | 3
Cn1c(SCC(=O)N2CCN(c3ccccc3)CC2)nnc1-c1c[nH]c2ccccc12 | 22 | -4
COC(=O)Cc1ccc2oc(-c3cccnc3)nc2c1 | 0 | -11
COc1cc(OC)c(C(=O)NCC2CCCO2)cc1OC (configuration not stated) | 7 | -11
Cc1ccc(N(Cc2ccccc2)C(=O)c2cc(S(=O)(=O)N3CCOCC3)ccc2C)cc1 | -10 | -2
CN(C)c1ncnc2c1ncn2C1OC(CO)C(O)C1O (configuration not stated) | 75* | -46*
COc1ccc2[nH]c(=O)c(CNc3ccccc3C)cc2c1 | 14 | 0

The closing 7 compounds of the section above lead into the next.
SMILES | H9c2 TAG inh | H9c2 TAG inh DAPI viability
Cc1cccc(C(=O)OCC(=O)Nc2ccc(N3CCCCC3)cc2)c1O | -7 | 3
Cn1c(SCC(=O)N2CCN(c3ccccc3)CC2)nnc1-c1c[nH]c2ccccc12 | 22 | -4
COC(=O)Cc1ccc2oc(-c3cccnc3)nc2c1 | 0 | -11
COc1cc(OC)c(C(=O)NCC2CCCO2)cc1OC (configuration not stated) | 7 | -11
Cc1ccc(N(Cc2ccccc2)C(=O)c2cc(S(=O)(=O)N3CCOCC3)ccc2C)cc1 | -10 | -2
CN(C)c1ncnc2c1ncn2C1OC(CO)C(O)C1O (configuration not stated) | 75* | -46*
COc1ccc2[nH]c(=O)c(CNc3ccccc3C)cc2c1 | 14 | 0
COc1ccccc1N1CCN(S(=O)(=O)CCNC(=O)c2cccs2)CC1 | -5 | 6
CC1CC(=O)c2cnc(NCC3CCCO3)nc2C1 (configuration not stated) | -10 | 4
O=C(NCC(c1cccs1)N1CCOCC1)c1cn(-c2ccccc2)nc1-c1ccc(F)cc1 (configuration not stated) | -19 | -1
CCc1noc(C)c1C(=O)OCC(=O)Nc1ccccc1SC | 11 | -3
O=C(Nc1nnc(-c2ccccc2)o1)NC1CCCCC1 | 30 | -9
O=C(Nc1nnc(-c2ccc(F)cc2)o1)c1ccco1 | -6 | -1
COCCN1CCN(c2c(C)c(C)nc3cc(-c4cccc(OC)c4)nn23)CC1 | 18 | 9

Some of the compounds tested; count on the stated rates, not on these rows.
